Bim-Bcl-W: inhibitors of Bim binding to Bcl-W, primary screen, biochemical, multiplexed, bead-based flow cytometry; Bcl-2-like protein 2 (Homo sapiens), Q92843; Bim peptide-Bcl-W binding; inhibition, % at 10 µM; 190,000 tested, 0.02% active; AID 952, 2007;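 also: 0% = bound tracer without compound and 100% = peptide blocker; higher means less fluorescent Bim peptide bound to Bcl-W beads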
RGS8-Gao reg: RGS8-Galphao binding modulators, primary screen, biochemical, multiplexed bead flow cytometry; Guanine nucleotide-binding protein G(o) subunit alpha (Homo sapiens), P09471; AID 1423, 2008; response (percent of control binding), % at 10 µM; actives lie on both sides; 220,000 tested, 0.34% active; in the data active = response below about 60% or above about 140%; inactive = in between;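 also: Galphao activated as the GDP aluminium fluoride complex binding bead-coupled RGS8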
ABCG2 inh: ABCG2 efflux pump inhibitors, primary screen, multiplex with ABCB1, IgMXP3 cells, flow cytometry; Broad substrate specificity ATP-binding cassette transporter ABCG2 (Homo sapiens), Q9UNQ0; JC-1 efflux; inhibition, % at 6.6 µM; 190,000 tested, 0.1% active; AID 1325, 2008;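 active = inhibition above 80%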;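 also: 0% = DMSO and 100% = nicardipine control wells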
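Test system: ABCG2 IgMXP3 and barcoded ABCB1 CCRF-Adr cell mix; Schedule: cells with compound and JC-1, 10 min at 25 °C, rotating, no wash; Technique: flow cytometry of retained JC-1 fluorescence; Measure: % inhibition of efflux relative to nicardipine and DMSO; Controls: nicardipine high and DMSO low controls.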
Bcl-XL Bim block: inhibitors of Bim-Bcl-XL binding, primary screen, biochemical, multiplexed, bead flow cytometry, human Bcl-XL; Bcl-2-like protein 1 (Homo sapiens), Q07817; Bim peptide-Bcl-XL binding, fluorescence; inhibition, % at 10 µM; 190,000 tested, 0.04% active
Bim-Bfl-1: inhibitors of Bim binding to Bfl-1, primary screen, biochemical, multiplexed, bead-based flow cytometry | inhibition, % at 10 µM | 190,000 tested, 0.12% active | Bcl-2-related protein A1 (Homo sapiens), Q16548 | AID 1008, 2008 | Bim-Bfl-1 binding inhibition;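 also: 0% = wells without compound plus tracer and 100% = blocker peptide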
Bim-Bcl-2: inhibitors of Bim-Bcl-2 binding, primary screen, biochemical, multiplexed, human Bcl-2 family. Bead-based flow cytometry, Bim peptide-Bcl-2 binding. inhibition, % at 10 µM. 190,000 tested, 0.06% active. Apoptosis regulator Bcl-2 (Homo sapiens), P10415; in the data active = inhibition above about 40%; inconclusive = no clear call, values can overlap the other calls;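 also: 0% = no compound wells with probe peptide and 100% = reference peptide inhibitor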
Bim-Bcl-B: inhibitors of Bim-Bcl-B binding, primary screen, biochemical, multiplexed, human Bcl-2 family | bead-based flow cytometry, Bim peptide-Bcl-B binding | inhibition, % at 10 µM | 190,000 tested, 0.073% active | Bcl-2-like protein 10 (Homo sapiens), Q9HD36;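 also: 0% = tracer peptide without compound and 100% = reference inhibitor peptide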
RGS4-Gao reg: modulators of RGS4 binding to Galphao, primary screen, biochemical, multiplexed bead flow cytometry | Guanine nucleotide-binding protein G(o) subunit alpha (Homo sapiens), P09471 | actives lie on both sides | binding response (% of control), % at 10 µM | 220,000 tested, 0.33% active; in the data active = binding response below about 49% or above about 150%; inactive = in between;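 also: fluorescent Galphao activated with aluminum fluoride binding bead-coupled RGS4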
RGS7-Gao reg: RGS7-Galphao binding modulators, primary screen, biochemical, multiplexed bead flow cytometry; actives lie on both sides; binding response (% of control), % at 10 µM; 220,000 tested, 0.35% active; in the data active = binding response below about 49% or above about 150%; inconclusive = no clear call, values can overlap the other calls; inactive = in between;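 also: fluorescent Galphao held in activated GDP-AlF4 state binding bead-coupled RGS7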
ABCB1 block: ABCB1 efflux pump inhibitors, primary screen, cell-based, multiplex, flow cytometry, ABCG2 counter-screen; CCRF-Adr cells, JC-1 efflux; ATP-dependent translocase ABCB1 (Homo sapiens), P08183; 190,000 tested, 0.067% active; inhibition, % at 6.6 µM; in the data active = inhibition above about 40%;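 also: 0% = vehicle and 100% = reference inhibitor; higher value means more JC-1 retained so stronger ABCB1 efflux block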
Target sequence (P08183 whole entry, looked up): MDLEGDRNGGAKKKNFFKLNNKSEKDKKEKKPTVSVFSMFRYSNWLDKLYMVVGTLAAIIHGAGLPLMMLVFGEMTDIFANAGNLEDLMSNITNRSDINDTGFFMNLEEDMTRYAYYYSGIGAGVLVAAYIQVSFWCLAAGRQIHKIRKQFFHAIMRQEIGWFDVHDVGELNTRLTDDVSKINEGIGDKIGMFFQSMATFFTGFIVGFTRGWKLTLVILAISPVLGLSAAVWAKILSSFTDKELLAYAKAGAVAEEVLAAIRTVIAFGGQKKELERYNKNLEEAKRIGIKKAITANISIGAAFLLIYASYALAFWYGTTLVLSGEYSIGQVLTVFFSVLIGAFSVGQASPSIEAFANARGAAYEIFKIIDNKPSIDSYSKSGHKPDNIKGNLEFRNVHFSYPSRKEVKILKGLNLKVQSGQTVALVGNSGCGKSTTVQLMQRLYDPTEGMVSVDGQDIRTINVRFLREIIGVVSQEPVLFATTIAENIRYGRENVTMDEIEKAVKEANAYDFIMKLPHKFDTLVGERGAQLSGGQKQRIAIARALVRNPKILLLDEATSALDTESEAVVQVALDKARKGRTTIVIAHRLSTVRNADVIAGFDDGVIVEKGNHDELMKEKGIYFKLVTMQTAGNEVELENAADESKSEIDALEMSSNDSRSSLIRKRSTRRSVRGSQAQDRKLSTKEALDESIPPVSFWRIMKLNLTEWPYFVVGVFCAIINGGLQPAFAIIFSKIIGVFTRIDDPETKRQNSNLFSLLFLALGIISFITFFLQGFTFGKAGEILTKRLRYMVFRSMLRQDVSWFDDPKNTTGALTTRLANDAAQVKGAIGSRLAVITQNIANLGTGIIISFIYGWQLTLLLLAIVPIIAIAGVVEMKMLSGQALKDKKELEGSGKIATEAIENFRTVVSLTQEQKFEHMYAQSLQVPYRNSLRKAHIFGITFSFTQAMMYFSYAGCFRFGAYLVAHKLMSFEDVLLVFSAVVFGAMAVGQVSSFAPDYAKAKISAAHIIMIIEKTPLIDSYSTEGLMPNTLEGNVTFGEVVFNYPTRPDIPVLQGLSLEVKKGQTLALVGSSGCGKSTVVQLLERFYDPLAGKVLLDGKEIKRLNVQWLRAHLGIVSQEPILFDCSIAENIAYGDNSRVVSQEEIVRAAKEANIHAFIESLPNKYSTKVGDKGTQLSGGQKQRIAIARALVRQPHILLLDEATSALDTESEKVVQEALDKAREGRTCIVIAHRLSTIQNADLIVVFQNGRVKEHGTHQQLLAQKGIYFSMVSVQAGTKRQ
GSH fluor: compound fluorescence on glutathione beads, profiling panel, artefact control, biophysical, 488/530 nm, flow cytometry. fluorescence (KMESF) at 10 µM. 190,000 tested, 0.25% active. GSH beads flow cytometry, compound fluorescence 488/530 nm; hits give high values; in the data active = fluorescence above about 89;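 also: glutathione beads carrying GST-tagged Bcl family fusion proteins plus one bare bead set; values are compound well signal with DMSO vehicle wells as background; inactives centre near 16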
* marks the source's active call; other numbers are inactive results; ? = inconclusive; nt = no result given. Rule as the data show it, unless noted: active = inhibition above about 40%.

SMILES	Bim-Bcl-W	RGS8-Gao reg	ABCG2 inh	Bcl-XL Bim block	Bim-Bfl-1	Bim-Bcl-2	Bim-Bcl-B	RGS4-Gao reg	RGS7-Gao reg	ABCB1 block	GSH fluor
CC1CCC(NC(=O)c2ccc(S(C)(=O)=O)cc2)CC1 (stereo not given)	-1	94	3	-2	0	2	0	112	107	1.2	14
Cc1cccc(COCC(Cc2ccccc2)N2CCN(C(=O)c3cc(Cl)cc(Cl)c3)CCC2=O)c1 (stereo not given)	-1	103	12	-1	0	2	-2	111	109	7.8	18
N#Cc1ccccc1OCC(=O)OCC(=O)c1ccc2c(c1)NC(=O)CO2	-1	104	0	-1	6	1	1	104	106	-0.1	5
COc1ccc(Oc2coc3cc(OC(=O)N4CCOCC4)ccc3c2=O)cc1	-2	98	9	4	0	-1	-1	98	97	0.0	35
COc1ccc(CNCCNC(=O)c2cccs2)c(OC)c1OC	0	101	0	-2	-7	-4	-5	100	105	0.2	15
CCOC(=O)c1cnc2ccc(OCC)cc2c1NCc1ccccc1OC	-2	101	37	-4	0	-7	-3	96	97	13	9
Cc1ccc(S(=O)(=O)Cc2ccccc2Cl)cc1	-5	102	1	-8	1	0	-5	100	98	-1.6	14
Cn1c(=O)[nH]c(=O)c2c1nc(N1CCN(Cc3ccccc3)CC1)n2CCSc1ncccn1	-8	98	20	-12	-9	-8	-10	97	99	3.4	14
O=C(COc1ncnc2ccccc12)NC1CCS(=O)(=O)C1 (stereo not given)	2	105	0	3	1	0	3	112	102	0.2	14
COc1ccc(-c2nn(-c3ccccc3)cc2/C=N/Nc2cccc(C(=O)O)c2)cc1	-2	102	15	-6	-8	-6	-3	101	?	1.2	15
O=C(NCc1ccc(F)cc1)C1CCC(=O)N1C1CCCCC1 (stereo not given)	-1	101	4	-14	-16	-11	-8	101	100	1.3	33
CCN(CC)S(=O)(=O)c1ccc(OC)c(NC(=O)c2ccc([N+](=O)[O-])cc2)c1	0	101	3	0	-3	-1	-2	103	105	0.7	15
COc1ccccc1OCCSc1nc2ccc([N+](=O)[O-])cc2s1	-4	105	36	-6	-2	-1	-4	105	104	2.8	9
O=C(O)c1ccccc1-c1ccccc1C(=O)Nc1cccc2ccccc12	-1	96	2	-4	-16	-8	-7	95	92	1.1	32
O=C(CCc1nc(-c2cccs2)no1)Nc1cnc2ccccc2c1	-5	91	1	-8	-4	-1	-8	88	94	0.4	27
COc1ccc(CNC(=O)CCn2c(=O)oc3ccccc32)cc1	0	104	1	-2	-3	-2	-3	107	99	0.4	10
COC(=O)C1=C(CSc2nc3ccccc3s2)NC(=O)NC1c1ccc(F)cc1 (stereo not given)	-7	100	5	-7	4	4	-42	101	107	0.3	23
CC(C1CC1)N(Cc1ccccc1)C(=S)Nc1ccccc1 (stereo not given)	-5	101	1	-4	0	-2	-2	102	103	0.1	70
COC(=O)c1sc(S(=O)(=O)NCc2ccccc2)c(C(=O)OC)c1C	-1	104	1	1	-4	0	0	105	100	0.8	16
CCNC(=O)/C(=C\c1ccccc1)NC(=O)/C=C/c1ccccc1	-1	90	-2	-2	-2	0	-5	95	94	-0.3	5
COC(=O)c1ccc(CSc2nnc3c(Cl)cc(Cl)cn23)o1	-2	90	1	1	-1	-2	-2	90	91	0.2	20
CCN(CC)CCN=CC1=C(O)CNC1=O	1	113	1	-1	0	-1	1	117	113	0.0	13
COc1cccc(C2=NCCc3cc4c(cc32)OCO4)c1OC	-4	97	1	-6	-2	-4	-5	95	96	0.5	9
Cc1ccc(-c2nn(CC(=O)N(C)C)c(=O)c3ccccc23)cc1S(=O)(=O)N(C)C	0	103	3	2	1	0	0	113	104	0.8	8
O=C(/C=C/c1ccc([N+](=O)[O-])cc1)c1cccnc1	-1	87	39	-7	15	-2	-9	91	93	0.6	10
The list continues.
SMILES	Bim-Bcl-W	RGS8-Gao reg	ABCG2 inh	Bcl-XL Bim block	Bim-Bfl-1	Bim-Bcl-2	Bim-Bcl-B	RGS4-Gao reg	RGS7-Gao reg	ABCB1 block	GSH fluor
Cc1ccc(S(=O)(=O)NC(CC(=O)n2nc(C)cc2C)c2ccccc2)cc1 (stereo not given)	2	98	5	-3	-10	-7	-7	101	101	0.8	14
COc1ccc(C2CC(C(F)(F)F)n3nc(C(=O)NCc4c(C)nn(C)c4C)c(Cl)c3N2)cc1 (stereo not given)	-5	100	38	-7	-5	-5	-7	101	104	3.6	26
CCCN(CCC)CCCNC(=O)CC(C(=O)N1CCc2ccccc21)n1ccnc1 (stereo not given)	-3	99	2	-1	-2	-2	-2	100	102	0.7	15
O=C(NCc1ccncc1)c1c(F)c(F)c(F)c(F)c1F	-4	99	1	-4	-1	-2	0	100	98	0.5	13
O=C(NC1CCCCCCC1)c1cc(-c2ccccn2)nc2ccccc12	0	103	3	0	-5	-2	-2	100	99	0.9	12
CCCCNC(=S)N1CCN(c2ccccc2Cl)CC1	-1	100	6	-3	-5	-2	-10	102	?	0.0	20
Cc1nnc(NCCO)c2ccccc12	-2	100	22	-6	-15	-9	-10	99	101	-0.9	35
CC(C)(C)NC(=O)CSc1nnc(-c2ccncc2)o1	-5	81	2	-6	-3	-6	-4	94	94	nt	12
CCc1ccccc1N(CC)C(=O)CCc1nc(-c2ccc(C)cc2)no1	-2	89	28	3	5	6	4	96	94	1.3	16
CCOC(=O)c1c(C)nc2c(c1C)c(=O)oc1ccccc12	-2	101	14	-4	-1	0	-4	102	100	2.6	18
Cc1cc(C(=O)N/N=C/c2ccc(C)o2)c2ccccc2n1	0	99	4	-1	0	0	-6	100	99	0.2	6
CN1C(=O)N(C)C2CC1N(C)C(=O)N2C	1	100	3	2	1	-3	-3	100	97	0.1	15
O=C(CSCc1ccccc1)N=Nc1c(O)[nH]c2ccccc12	-2	100	20	-7	-16	-7	-9	101	104	0.8	9
Cc1ccsc1/C=N/n1c(=S)[nH]nc(C)c1=O	-2	102	3	-8	-16	-6	-9	104	105	-0.2	15
O=C(O)c1cccc(C(=O)O)n1	2	103	1	-5	-9	-9	-4	99	99	0.1	17
COCCn1c(SCC(=O)N2CCCCC2)nc2cccnc21	0	84	2	0	-1	-2	-3	69	82	0.7	9
Cc1cc(=O)[nH]c2ccc(Cl)cc12	-6	102	26	-9	-19	-11	-9	102	101	0.4	26
CC(C)(C)OCC(O)CN1CCN(C(=O)c2ccccc2)CC1 (stereo not given)	-8	96	2	-13	-2	0	-4	89	91	0.3	9
CCOCCCN1CC(C(=O)NCc2ccc3c(c2)OCO3)CC1=O (stereo not given)	0	100	-1	-2	-3	-3	-1	98	97	-0.6	20
N=c1c(S(=O)(=O)c2ccc(Cl)cc2)cc2c(=O)n3ccccc3nc2n1CCN1CCOCC1	-1	104	3	-3	-7	-3	-5	106	100	1.7	24
COC(=O)c1ccc(NC(=O)CNC(=O)C2CCCCC2)c(C)c1	2	91	0	1	-10	-9	-8	75	100	0.0	47
Cc1nn2c3c(cnc2c1-c1ccccc1)C(=O)CCC3	-3	101	4	-3	-2	-2	-2	101	106	0.7	7
O=C(c1cc(-c2ccccc2)n[nH]1)N1CCc2c([nH]c3ccccc23)C1c1ccccn1 (stereo not given)	-3	96	0	-4	-6	-5	-4	93	90	0.3	8
Cn1nnnc1SCc1ccccc1[N+](=O)[O-]	-1	101	3	-3	-4	-2	-1	101	102	0.8	12
Oc1[nH]c2ccccc2c1/C=N/c1nccs1	2	98	-1	0	-5	-7	-3	97	97	0.2	23

Structures above that have two or more sulfur atoms (four):
SMILES	Bim-Bcl-W	RGS8-Gao reg	ABCG2 inh	Bcl-XL Bim block	Bim-Bfl-1	Bim-Bcl-2	Bim-Bcl-B	RGS4-Gao reg	RGS7-Gao reg	ABCB1 block	GSH fluor
COc1ccccc1OCCSc1nc2ccc([N+](=O)[O-])cc2s1	-4	105	36	-6	-2	-1	-4	105	104	2.8	9
COC(=O)C1=C(CSc2nc3ccccc3s2)NC(=O)NC1c1ccc(F)cc1 (stereo not given)	-7	100	5	-7	4	4	-42	101	107	0.3	23
COC(=O)c1sc(S(=O)(=O)NCc2ccccc2)c(C(=O)OC)c1C	-1	104	1	1	-4	0	0	105	100	0.8	16
Cc1ccsc1/C=N/n1c(=S)[nH]nc(C)c1=O	-2	102	3	-8	-16	-6	-9	104	105	-0.2	15

Additional structures.
SMILES	Bim-Bcl-W	RGS8-Gao reg	ABCG2 inh	Bcl-XL Bim block	Bim-Bfl-1	Bim-Bcl-2	Bim-Bcl-B	RGS4-Gao reg	RGS7-Gao reg	ABCB1 block	GSH fluor
Cc1ccc(S(=O)(=O)N2CCCCC2)cc1NC(=O)c1ccc2c(c1)OCO2	-7	100	16	-4	-3	-3	-1	102	99	1.2	10
CCCn1c(N2CCN(CC(=O)c3c[nH]c4ccccc34)CC2)nc2c1c(=O)[nH]c(=O)n2C	1	90	-1	-3	-13	-12	-6	88	87	0.7	20
COc1ccc(CNC(=O)CN(CC2CCCO2)C(=O)CNS(=O)(=O)c2ccc(C)cc2)cc1 (stereo not given)	-1	99	0	-5	-2	-3	0	95	99	0.1	13
CO/N=C/C(C#N)=C/c1ccc(OC)c(OC)c1	0	101	20	-2	-11	-7	-6	100	100	1.8	10
CCC(=O)N1CCc2cc(S(=O)(=O)NC(C(=O)NCc3ccccc3)C(C)C)ccc21 (stereo not given)	-3	102	16	-11	-10	-13	-7	103	101	0.5	31
Cn1cccc1C(=O)NC(=O)COC(=O)CNC(=O)CNC(=O)c1ccc(Cl)cc1Cl	-1	102	-1	-1	0	2	6	103	108	-0.2	10
COc1cc(NC(=O)CSCC(=O)Nc2cccc(C(F)(F)F)c2)c(Cl)cc1Cl	3	99	10	2	0	-4	0	91	91	1.1	24
CC(CC(=O)Nc1cccnc1)c1ccccc1 (stereo not given)	-1	95	2	0	-4	-1	0	95	?	0.5	16
Cc1ccc(Sc2nc3ccc(C)cn3c(=O)c2/C=N/O)cc1	1	99	12	0	5	4	4	101	?	0.9	14
CC(=O)OCCSc1c(-c2ccccc2)c2cc(Cl)ccc2[nH]c1=O	-5	101	12	-13	-8	0	-8	103	101	1.0	17
CCOc1ccc(CCNc2nc3c(c(=O)n(C)c(=O)n3C)n2CC)cc1OCC	5	103	14	-2	-6	-3	-4	107	104	1.3	12
O=C(CN1C(=O)S/C(=C\c2ccc(O)cc2)C1=O)c1ccccc1	-2	105	0	-3	-4	-5	-5	106	109	-0.1	15
O=C(O)CC1(CC(=O)Nc2ccccc2C(=O)c2ccccc2)CCCC1	1	99	1	0	-3	-8	-2	96	98	0.4	16
c1ccc(CCNc2ncnc3ccccc23)cc1	0	100	2	0	-5	-2	0	99	95	0.3	23
O=C(CNC(=O)c1ccc(Br)cc1)NCCc1nc2ccccc2[nH]1	-1	96	3	-3	0	-4	1	102	98	0.8	8
